High-throughput results as filed in PubChem.
Dynein cargo inh – blocks dynein driven cargo transport along microtubules. AID 1381. 0.47% of 220,000 active. z-score, hits read low. 3617.4 mouse cells, GR-EGFP nuclear translocation imaging; test concentration mostly 20 µM; stimulated with dexamethasone, 1 µM; hits give low values;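 active = plate z-score of nuclear minus cytoplasmic receptor signal below a set negative limit, without overly bright fluorescence or cell loss, cut at about -3.5 in these data, passing the limit was not always enough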;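 also: z-score of nuclear minus cytoplasmic ring GR-EGFP intensity difference per well; some compounds called inactive have numbers as strong as hits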
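Buffer or medium – tet-free medium with charcoal-stripped serum · Signal – automated 10x imaging of fixed Hoechst-stained cells · Also added – dexamethasone agonist, 1.0 µM final, for 30 min · Incubation – induction 48 h, compound 1 h, agonist 30 min · Read-out – GR-EGFP nuclear translocation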
Yfh1-off respiration – mitochondrial function rescue without frataxin homolog – Friedreich's ataxia, plus single-dose screen, dose response (AID 1465) | S. cerevisiae Yfh1-off respiration, WST-1 reduction, 72 h; higher fold induction means a stronger effect | one-dose fold induction at 50 µM; EC50 in µM for titrated hits | 0.074% of 220,000 active;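 active = fold induction of absorbance versus untreated yeast above a set limit, then at least 30% activation at any dose in follow-up; inconclusive = repeats straddling the limit, or above it without dose testing; inactive = fold induction below the set limit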;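 also: activators that raise dye reduction in frataxin-depleted yeast; strong numbers were not always called active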
ER stress rescue – protection against thapsigargin-triggered cell killing – 384-well, CSM14.1, ATP luminescence, primary screen (AID 1222) | CSM14.1 thapsigargin-induced death rescue, ATP luminescence; higher % means a stronger effect | 190,000 tested, under 10 active | cellular ATP content (survival), % at 20 µM, or EC50 in µM where a hit was titrated;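 active = EC50 below 50 µM in the dose-response confirmation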;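 also: death triggered by thapsigargin at about 15 µM added after 2 h compound pretreatment; cell ATP read after overnight thapsigargin exposure of roughly 18 to 22 hours; normalized against plate controls of thapsigargin alone and 5% DMSO vehicle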
Ins promoter up – MIN6 insulin promoter up-regulation; MIN6 insulin promoter-GFP reporter, high-content imaging; hits give high values; z-score at 5 µM; 0.3% of 190,000 active; AID 1625;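 active = z-score above 3 at 5 µM with at least 500 cells counted in the well; inconclusive = wells under 500 cells, flagged as cytotoxic or low count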
M1AAP inhibition – malaria alanyl aminopeptidase activity blockers – biochemical, fluorogenic H-Leu-NHMec substrate, 1536-well (AID 1445). recombinant M1AAP, H-Leu-NHMec fluorogenic kinetic assay; higher % means a stronger effect. inhibition, % at 30 µM, or IC50 in µM where a hit was titrated. 0.42% of 220,000 active;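 active = primary inhibition above the hit cutoff, then over 50% inhibition at one or more dose response concentrations, cut at about 23% in these data, passing the limit was not always enough; inconclusive = conflicting primary data, or primary hits not chosen for dose response; inactive = low primary inhibition, or under 50% at every dose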;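 also: plate controls were DMSO full reaction for no effect and no enzyme background for full effect; strong numbers were not always called active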
M17LAP inhibition – P. falciparum M17LAP inhibitors, primary screen, biochemical, fluorogenic H-Leu-NHMec substrate, 1536-well (AID 1619). recombinant M17LAP, H-Leu-NHMec fluorogenic kinetic assay; higher % means a stronger effect. one-dose inhibition, % at 30 µM; IC50 in µM for titrated hits. 0.38% of 220,000 active;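 active = compound inhibiting the enzyme by more than half at any dose during confirmatory dose-response retesting; inconclusive = strong single-dose inhibitors picked by rank but not retested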;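 also: plate controls were full reaction with DMSO carrier for no effect and no enzyme background for full effect; strong numbers were not always called active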
Autophagy mod – modulators of autophagy. AID 463193. calls only at 10 µM (by protocol). 0.98% of 190,000 active. MEF GFP-LC3 puncta imaging; test concentration mostly 10 µM;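 active = percentage of spot-positive cells more than 3 SD above its plate mean, without a fluorescence outlier flag or 80% toxicity; inconclusive = no clear call, values can overlap the other calls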;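 also: spot-positive cell cutoff set from DMSO-treated cells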
MT stabilizer – stabilizes microtubules in HeLa cells | HeLa tubulin immunostaining HCS, 24 h; share of cells brighter than vehicle mean+2SD | 0.83% of 200,000 active | AID 2205 | % tubulin-high responders, % at 10 µM;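 active = plate Z-score above 3 for both tubulin-high and condensed-nucleus cell shares, with cell loss under 80%, at 10 µM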;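 also: anti alpha tubulin signal scored within the nucleus-defined area of each cell; some results filed as inactive read as strong as hits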
Lipid droplet – hepatic lipid droplet formation modulation; AML12 mouse hepatocytes, oleate lipid droplets, BODIPY imaging; inhibition, % at 6.5 µM; 0.4% of 240,000 active;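 active = lipid droplet intensity inhibited by at least 50%, with more than 500 cells counted; inconclusive = wells with under 300 cells, treated as cytotoxic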
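Material: mouse AML12 hepatocyte cell line, fixed after treatment; Timing: compound with oleate, overnight; Technique: high-content imaging of BODIPY-stained droplets and DAPI nuclei; Probe or stimulus: oleate, 100 µM final; Dosing: compound at 6.5 µM only.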
Dynein cargo inh cytoplasmic EGFP – recorded beside Dynein cargo inh, whose call it bears; z-score; measured here: cytoplasmic GR-EGFP intensity; hits give high values
Dynein cargo inh nuclear GR-EGFP – second read-out of Dynein cargo inh, no call of its own (marks repeat the call); z-score; measured here: nuclear GR-EGFP intensity;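 lower value marks the stronger effect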
Dynein cargo inh cell count – recorded beside Dynein cargo inh, whose call it bears; z-score; measured here: cell count per field
Ins promoter up cell count – further read-out of Ins promoter up, marked with its call; cell count; measured here: cytotoxicity, nuclei count;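 total cells summed across four imaged fields per well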
Lipid droplet cells 6.5 µM – recorded beside Lipid droplet, whose call it bears; cell count; measured here: cell count, cytotoxicity flag;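 cells counted across two imaged fields per well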
MT stabilizer Hoechst-high % – second read-out of MT stabilizer, no call of its own (marks repeat the call); % Hoechst-high responders; measured here: nuclear condensation Hoechst responders;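 share of cells brighter than vehicle mean plus two SD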
MT stabilizer cytotoxicity % – recorded beside MT stabilizer, whose call it bears; toxicity, %; measured here: cytotoxicity by cell density;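 0% = mean cell density of plate MIN control wells and 100% = no cells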
Autophagy mod cell loss 18 h – recorded beside Autophagy mod, whose call it bears; toxicity, %; measured here: cell loss, nuclei count;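 cell loss after 18 h compound exposure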
Active calls of the source: *; i = inactive; u = inconclusive; x = no result given.

SMILES	Dynein cargo inh	Dynein cargo inh cytoplasmic EGFP	Dynein cargo inh nuclear GR-EGFP	Dynein cargo inh cell count	Yfh1-off respiration	ER stress rescue	Ins promoter up	Ins promoter up cell count	M1AAP inhibition	M17LAP inhibition	Autophagy mod	Autophagy mod cell loss 18 h	MT stabilizer	MT stabilizer Hoechst-high %	MT stabilizer cytotoxicity %	Lipid droplet	Lipid droplet cells 6.5 µM
CCCCNc1nnc(SCC(=O)N2CCN(S(=O)(=O)c3ccc4ccccc4c3)CC2)s1	0.46	-0.191	0.913	0.197	i	-1.6%	-0.92	874	7.8%	-2.7%	i	-11.9	2.0	1.2	3.4	-45.0	614
CCOC(=O)CCc1c(C)c2ccc(OCc3nn[nH]n3)cc2oc1=O	-0.293	-0.296	0.292	-0.596	i	0.4%	0.33	1499	8.7%	-37.5%	i	6.0	5.3	3.8	9.7	x	x
C/C(N)=C(/C#N)C(=O)COC(=O)CCCNC(=O)c1ccc(Cl)cc1	-0.522	-0.331	-0.175	0.69	i	1.6%	-0.13	1404	2.4%	-9.6%	i	-0.7	3.7	2.6	3.9	-17.6	699
CC(C)CCNC(=O)Nc1ccc2c(c1)N(C)C(=O)CS2	-0.358	-0.157	0.0303	0.77	i	4.4%	0.41	1322	7.0%	35.6%	i	-14.1	1.7	1.7	6.2	10.4	757
Cc1ccc(N2C(=O)C(NC(=O)c3c(F)cccc3F)(C(F)(F)F)C3=C2CC(C)(C)CC3=O)cc1 (centres undefined)	3.46	-0.247	1.51	-1.56	i	-0.3%	-0.55	1413	1.2%	2.5%	i	3.7	3.2	3.5	12.4	63.8*	635*
CCOC(=O)CSc1nc2ccccc2c(=O)n1CC(C)C	3.09	-0.153	2.05	-1.94	i	-0.6%	2.07	1394	-5.3%	-7.9%	i	21.3	1.4	1.4	1.3	4.2	683
Cc1ccsc1C(=O)NNC(=O)C1C2C=CC(C2)C1C(=O)O (centres undefined)	0.124	-0.259	-0.277	0.375	i	-2.0%	0.47	1175	3.6%	8.4%	i	-2.8	1.6	4.0	10.9	-3.2	698
O=C(NCc1ccco1)c1ccc(Cl)s1	-0.629	-0.187	-0.17	0.474	i	-1.0%	0.41	1324	3.7%	-2.3%	i	7.9	2.9	1.2	5.7	17.0	689
O=C(O)c1cc([N+](=O)[O-])ccc1NCc1ccccc1	-0.416	-0.209	-0.0407	1.46	i	-2.0%	-0.18	1549	1.0%	15.9%	i	1.7	1.7	1.9	5.2	-14.0	637
COc1cccc(NC(=O)CSc2nc(C)cs2)c1	0.531	-0.0632	1.12	-0.452	i	1.5%	x	x	1.8%	10.8%	i	-14.8	2.1	2.6	8.3	2.9	805
COc1ccc(OCc2n[nH]c(=S)n2N)cc1	-0.702	-0.307	-0.268	0.404	i	-0.7%	-0.52	1357	-0.5%	4.4%	i	-1.1	4.7	2.5	9.3	-12.3	680
O=C(Cc1ccc(Cl)cc1)NN1C(=O)c2ccccc2C1=O	-0.18	-0.224	-0.0186	-0.289	i	-0.5%	0.09	1447	8.6%	30.9%	i	-9.6	1.8	2.5	4.7	-3.7	626
Cc1ccc2[nH]c3c(NCCN4CCOCC4)ncnc3c2c1	0.426	0.311	0.618	0.104	x	x	-0.88	1197	13.1%	5.7%	i	14.5	4.7	2.5	10.1	-1.4	691
Cc1ccccc1C(=O)NNC(=O)CSc1nc2ccccc2c(=O)[nH]1	0.29	-0.249	0.198	-0.544	i	x	0.36	1269	3.4%	5.0%	x	x	x	x	x	0.5	742
O=C1C(=O)N(c2ccccc2)c2ccccc21	0.992	-0.0437	1.21	-1.52	i	-0.8%	-0.96	993	-2.6%	-4.8%	i	29.9	0.9	1.1	8.4	11.2	779
O=C(Nc1ccc2oc(-c3ccccc3F)nc2c1)c1ncn[nH]1	-0.294	0.43	0.25	0.292	x	-3.7%	-0.36	939	19.5%	3.3%	i	-5.3	1.2	1.5	6.5	2.3	776
COc1ccc(NC(C)=O)cc1S(=O)(=O)N1CCN(C/C=C/c2ccccc2)CC1	-0.595	-0.3	0.0615	1.01	i	-2.1%	-0.83	1209	2.1%	-2.0%	i	9.8	3.7	1.9	7.9	-7.2	651
COC(=O)c1[nH]c2ccccc2c1NC(=O)CN1CCCCCC1	-0.659	-0.188	-0.279	0.602	i	0.3%	-4.09	822	1.5%	-9.2%	i	-7.3	2.2	1.7	7.7	x	x
COc1ccc(CCn2c(=O)c3cccnc3n(Cc3ccc([N+](=O)[O-])cc3)c2=O)cc1OC	1.31	-0.309	0.69	-0.614	i	-1.7%	x	x	-3.4%	6.6%	i	7.0	1.4	1.7	1.0	-40.9	621
Cc1cc(C)c(C#N)c(SCCS(=O)(=O)Cc2ccccc2)n1	-0.428	-0.221	0.0419	0.669	i	-2.4%	-0.15	1110	6.3%	-2.3%	i	4.0	4.6	1.9	2.9	6.4	735
COc1cccc(Nc2nc(-c3ccc4c(c3)OCCO4)cs2)c1	1.3	-0.239	-0.524	0.277	i	-1.0%	-1.07	1414	6.7%	-2.9%	i	0.1	33.5*	14.6*	31.8*	x	x
Fc1cc(Cl)c(OCc2noc(-c3ccsc3)n2)c(Cl)c1	-0.644	-0.275	-0.365	1.18	i	x	x	x	1.1%	-4.5%	x	x	x	x	x	1.2	744
O=C(CCCN1C(=O)/C(=C/c2cccs2)SC1=S)Nc1cccnc1	-0.906	-0.135	-0.556	-0.152	i	2.5%	-0.2	1432	8.6%	5.2%	i	1.7	1.4	1.6	7.2	-8.0	736
CCN1/C(=C/c2ccc3cc(C)ccc3[n+]2CC)Sc2cc(C)ccc21	-2.64	45.3	7.11	-0.141	i	-0.6%	u	x	14.2%	44.3%	u	x	3.6	2.6	4.7	-87.9	514
CCOC(=O)N1CCN(S(=O)(=O)c2ccc(C(=O)NNc3nc4ccc(Cl)cc4s3)cc2)CC1	-0.153	-0.245	0.799	-0.0688	i	1.1%	-2.97	627	-17.1%	-10.3%	i	-4.3	4.8	1.8	3.1	-12.2	596
O=C(O)c1ccccc1SCC(=O)N1c2ccccc2Sc2ccccc21	-0.487	-0.31	-0.543	0.876	i	-1.7%	0.41	1511	8.5%	24.1%	i	19.7	1.8	2.5	3.0	-1.7	670
CN(C)CCN(C(=O)CCc1ccccc1)c1nc2c(F)cc(F)cc2s1	-0.252	-0.296	-0.394	0.396	i	0.3%	-0.56	1306	-5.2%	3.2%	i	4.1	4.2	4.1	5.8	0.2	723
CCC(c1nnnn1CCc1ccccc1)N1CCN(C(=O)c2ccco2)CC1 (centres undefined)	0.224	0.422	-0.0222	-0.126	i	-1.1%	-0.72	1125	6.6%	-2.9%	i	-23.9	2.1	3.4	14.0	x	x
O=C(c1ccco1)N1CCCSC1=Nc1ccccc1	-0.504	1.26	-0.00582	0.492	i	1.2%	0.44	1044	-3.8%	12.3%	i	-17.5	1.1	2.0	6.6	x	x
COc1cccc(-n2nc(C(=O)N3CCN(Cc4ccccc4)CC3)c3ccccc3c2=O)c1	0.854	-0.204	0.0528	0.15	i	-1.1%	0.8	1051	1.0%	9.9%	i	7.6	1.9	2.4	7.1	13.3	790
CCO[C@@H]1OC(C(=O)N2CCOCC2)=C[C@H](c2cn(C(C)=O)c3ccccc23)[C@H]1CCCO	-1.06	-0.238	-0.311	0.871	i	1.3%	1.13	1068	-0.2%	-4.0%	i	-2.4	4.3	1.6	7.4	1.0	718
CC1=CC2=NC(=O)CC(C)(C(=O)N(CC(=O)NC(C)C)C3CCCC3)N2C=C1 (centres undefined)	0.0393	-0.321	-0.0587	0.516	i	-0.6%	0.94	1096	1.1%	-3.5%	i	3.4	1.3	1.0	3.1	9.3	664
Cc1ccc(NCC(O)C(O)C(O)CO)cc1C (centres undefined)	-0.31	-0.281	-0.305	1.04	i	x	-0.28	1111	0.3%	7.4%	i	0.8	4.4	3.4	8.2	8.4	686
Nc1nnc(SCC(=O)c2ccc([N+](=O)[O-])cc2)s1	-0.16	0.0228	0.403	0.525	i	0.9%	-0.1	1235	5.9%	-0.5%	i	15.3	4.5	1.5	6.7	13.4	684
CCN(CC)S(=O)(=O)c1cc(NC(=O)COC(=O)c2sc3ccccc3c2Cl)ccc1C	-0.681	-0.296	-0.797	0.784	i	-1.6%	-0.01	1312	1.9%	-11.5%	i	-12.6	1.9	3.8	6.6	17.5	657
Cc1ccc(OCC(=O)Nc2cccc(O)c2)cc1C	0.514	-0.212	0.533	-0.21	i	-1.8%	0.21	1022	15.2%	17.6%	i	4.1	1.9	1.2	5.3	-0.3	786
COc1cc(OC)cc(C(=O)NCC(=O)OCc2csc(-c3ccccc3)n2)c1	-0.845	-0.019	-0.841	0.277	i	-1.6%	0.11	1230	7.4%	1.2%	i	1.1	3.0	4.4	4.9	-2.4	669
O=C(CSc1nnc2c(Cl)cc(C(F)(F)F)cn12)NCc1ccc(F)cc1	-0.362	-0.196	-0.123	0.557	i	1.0%	-0.09	1152	2.9%	-3.1%	i	-0.5	2.5	1.5	5.9	-11.8	647
CCCCn1c(=N)n(CC(O)COc2ccccc2)c2ccccc21 (centres undefined)	0.228	-0.334	0.171	-0.17	i	-3.2%	u	x	-2.1%	2.1%	i	11.0	4.8	2.3	5.2	x	x
N=C1C(c2nc3ccccc3s2)=C(O)CN1c1ccccc1	0.701	-0.244	0.565	-0.649	i	1.4%	0.3	1230	5.8%	-3.2%	i	8.7	27.9*	13.6*	48.1*	-9.7	683
